# Screening results (PubChem BioAssay)
# Coupling enz: qHTS Assay for Inhibitors of Fructose-1,6-bisphosphate Aldolase from Giardia Lamblia: Coupling assay counterscreen. activity change, negative = inhibition, % at 58.2 µM, hits read low. coupling enzyme system counterscreen, AmpLite Red fluorescence. AID 2472, 2010. 0.67% of 290,000 active; in the data active = activity change below about -30%; note: % is set by controls: 0 for no effect and ±100 for the full control effect
#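 Fluorescence at 525 nm excitation and 598 nm emission measured inhibition of the coupled detection system without aldolase. Compounds (at 57.5 uM final) were preincubated 10 min at room temperature with coupling enzyme reagent before a 20 min substrate/AmpLite Red step.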
# VP16 counter: VP16 counterscreen qHTS for inhibitors of ROR gamma transcriptional activity. Drosophila S2 Gal4-VP16 UAS-luciferase, luminescence, 20 h. Potency, µM (highest dose often 53.6 µM), without a hit: at the highest dose activity, negative = inhibition, hits mostly inhibitors. 3.5% of 310,000 active;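 note: Gal4-VP16 expression switched on by copper sulfate through the metallothionein promoter; potency is the fitted concentration of half-maximal effect; % is set by controls: 0 for no effect and ±100 for the full control effect; nearly all actives have a fitted effect of over 50% in size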
# ELG1 genotox: qHTS screen for small molecules that induce genotoxicity in human embryonic kidney (HEK293T) cells expressing luciferase-tagged ELG1 | HEK293T ELG1-luciferase reporter, luminescence, 16 h | Potency, µM (titrated, usually from 46 µM), for the others: top-dose activity change, positive = activation, actives largely listed as activators | 1.3% of 330,000 active; note: potency is the fitted concentration of half-maximal effect; % of control where 0% means no effect; nearly all actives have a fitted effect of over 60% in size
#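 Quantitative HTS format in 1536-well plates. HEK293T ELG1-luciferase reporter cells receive test compound and are incubated 16 hr at 37 °C, 5% CO2; ONE-Glo added, 30 min room temperature, then luminescence read.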
# Giardia killer: Small Molecules that selectively kill Giardia lamblia: qHTS; Giardia lamblia trophozoite viability; activity change, % at 7.66 µM, hits read low; 0.15% of 340,000 active; AID 540267, 2011; in the data active = activity change below about -80%; inconclusive = between about -30% and that limit;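 note: parasites exposed to compound for two days anaerobically before the ATP read; % is set by controls: 0 for no effect and ±100 for the full control effect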
#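 Anaerobic 48 hrs incubation at 37 deg C of 100 trophozoites/well with test compounds; ATPLite 1-Step luminescence, 15-30 min RT, reports cellular ATP as viability.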
# RORg inh: qHTS for inhibitors of ROR gamma transcriptional activity | Nuclear receptor ROR-gamma (Mus musculus), P51450 | Potency, µM (doses to about 53.6 µM), inactives show top-dose activity change, negative = inhibition, most hits filed as inhibitors | 5.4% of 310,000 active | Drosophila S2 Gal4-RORgamma UAS-luciferase reporter, 20 h; note: potency is the fitted concentration of half-maximal effect; % is set by controls: 0 for no effect and ±100 for the full control effect; nearly all actives have a fitted effect of over 60% in size
# Target sequence (P51450 whole entry, looked up, the tested form may be a part): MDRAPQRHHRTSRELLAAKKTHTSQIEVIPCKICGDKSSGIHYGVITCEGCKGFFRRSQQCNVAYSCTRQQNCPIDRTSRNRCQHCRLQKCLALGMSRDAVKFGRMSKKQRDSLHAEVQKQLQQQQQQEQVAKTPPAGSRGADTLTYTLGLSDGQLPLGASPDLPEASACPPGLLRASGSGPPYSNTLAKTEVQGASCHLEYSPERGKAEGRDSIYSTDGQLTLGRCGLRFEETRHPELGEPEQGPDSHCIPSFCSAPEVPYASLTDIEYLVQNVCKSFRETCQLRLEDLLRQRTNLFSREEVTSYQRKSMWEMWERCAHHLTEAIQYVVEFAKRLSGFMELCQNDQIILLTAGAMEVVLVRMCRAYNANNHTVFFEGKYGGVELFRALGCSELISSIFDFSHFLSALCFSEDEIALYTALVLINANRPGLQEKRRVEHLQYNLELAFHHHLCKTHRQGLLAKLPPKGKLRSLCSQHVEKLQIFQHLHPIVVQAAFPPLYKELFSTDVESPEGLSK
#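 Compounds are pin-transferred onto Drosophila Schneider cells expressing a copper-inducible Gal4–ROR gamma transactivation domain fusion. After 1 hr, copper sulfate is added to 700 uM final; luciferase is read 20 hr later.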
# uPA generation: qHTS for Inhibitors of Cell Surface uPA Generation. 0.31% of 330,000 active. Potency, µM (titrated, usually from 38.3 µM), for inactives: at the highest dose activity change, negative = inhibition, actives largely listed as inhibitors. cell surface uPA generation assay, qHTS; active = well fitted inhibition curve with a large enough effect; inconclusive = small, poorly fitted or top-dose-only effect; inactive = no such curve, though single readings can be large or run the other way; tested in mouse RAW 264.7 cells; note: potency is the fitted concentration of half-maximal effect; % is set by controls: 0 for no effect and ±100 for the full control effect; nearly all actives have a fitted effect of over 55% in size
# Tb PFK block: qHTS Assay to Find Inhibitors of T. brucei phosphofructokinase; Potency, µM (titrated, usually from 57.5 µM), for the others: at the top dose activity, negative = inhibition, most hits filed as inhibitors; ATP-dependent 6-phosphofructokinase (Trypanosoma brucei brucei), O15648; 0.17% of 330,000 active; T. brucei PFK, ADP-Glo luminescence;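 note: potency is the fitted concentration of half-maximal effect; 0% = uninhibited 1x PFK enzyme wells and -100% = no-enzyme wells; nearly all actives have a fitted effect of over 60% in size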
#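 Activity is normalized to no-enzyme wells (full inhibition) and 1.25 nM enzyme wells (no inhibition). Reaction: 0.5 mM F6P, 0.1 mM ATP, 45 min RT, ADP-Glo luminescence; concentration-response curves fitted and classed by quality.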
# NPC1 promoter act: qHTS Assay for NPC1 Promoter Activators | Huh7 NPC1 promoter luciferase reporter, 24 h | Potency, µM (top dose mostly 9.22 µM), without a hit: top-dose activation, most hits filed as activators | 2.4% of 320,000 active;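 note: potency is the fitted concentration of half-maximal effect; % of control where 0% means no effect; nearly all actives have a fitted effect of over 60% in size; reporter is driven by a mutant NPC1 promoter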
#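 Stably transfected Huh7 (NPC1 promoter→luciferase), 1500 cells/well in Opti-MEM + 10% FBS, 2 h settle, then compound 24 h at 37 °C. Luminescence after 10 min with Amplite reagent.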
# Rab9 promoter act: qHTS Assay for Rab9 Promoter Activators; Huh7 Rab9 promoter-luciferase reporter, luminescence, 24 h; Potency, µM (highest dose often 9.22 µM), for the others: at the top dose activation, negative = inhibition, usual class: activators; 2.8% of 320,000 active; note: potency is the fitted concentration of half-maximal effect; % of control where 0% means no effect; nearly all actives have a fitted effect of over 60% in size
#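 Promoter activation is measured as luciferase luminescence in Huh7 cells stably transfected with a Rab9 promoter–luciferase construct, following 24 h compound exposure at 37 °C and 10 min reagent incubation at ambient temperature.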
# KCNH2 3.1 inh: qHTS for Inhibitors of KCHN2 3.1: Mutant qHTS | activity change, % (tested at about 1.8 µM) | 0.95% of 340,000 active | U2OS KCNH2 3.1, thallium flux FluxOr; stronger effect = lower value | Potassium voltage-gated channel subfamily H member 2, brain isoform KCNH2 3.1 (human);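 active = maximum activity change below -70%; inconclusive = maximum activity change from -70% to -50%; inactive = maximum activity change above -50%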;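 note: thallium influx rate constant from kinetic fluorescence after stimulation buffer; % is set by controls: 0 for no effect and ±100 for the full control effect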
#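 Steps: virus added to U2OS suspension (4 h, RT, dark); medium with 10% FBS added, cells plated, 37 C overnight; FluxOr/Red40 loading buffer 45 min RT; stimulation buffer, 2 min kinetic read; rate constant normalized.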
# FLuc counter: qHTS profiling assay for firefly luciferase inhibitor/activator using purifed enzyme and Km concentrations of substrates (counterscreen for miR-21 project). Luciferin 4-monooxygenase (Photinus pyralis), P08659. purified FLuc, Km substrates, luminescence inhibition. Potency, µM (doses to about 57.5 µM), for inactives: at the highest dose activity change, negative = inhibition, most hits filed as inhibitors. 6.9% of 360,000 active;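 note: potency is the fitted concentration of half-maximal effect; plate controls were vehicle for no effect and reference inhibitor for full effect; nearly all actives have a fitted effect of over 55% in size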
# Target sequence (P08659 whole entry, looked up): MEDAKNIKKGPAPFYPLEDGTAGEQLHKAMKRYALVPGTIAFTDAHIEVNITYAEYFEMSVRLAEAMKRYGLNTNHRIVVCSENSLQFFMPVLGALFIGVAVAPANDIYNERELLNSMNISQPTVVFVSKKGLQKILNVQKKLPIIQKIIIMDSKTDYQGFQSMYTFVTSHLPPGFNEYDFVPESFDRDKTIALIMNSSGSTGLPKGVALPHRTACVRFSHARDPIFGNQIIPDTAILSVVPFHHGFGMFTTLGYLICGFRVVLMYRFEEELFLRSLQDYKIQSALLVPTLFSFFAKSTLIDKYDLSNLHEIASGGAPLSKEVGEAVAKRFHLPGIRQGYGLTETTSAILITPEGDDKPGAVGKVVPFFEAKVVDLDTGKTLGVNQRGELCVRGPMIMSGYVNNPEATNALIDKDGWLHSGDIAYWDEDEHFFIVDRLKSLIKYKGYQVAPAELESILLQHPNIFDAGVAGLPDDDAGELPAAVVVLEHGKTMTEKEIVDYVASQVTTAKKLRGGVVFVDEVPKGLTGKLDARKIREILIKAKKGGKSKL
#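 Biochemical qHTS of compounds, final roughly 60 µM downward over six points, against 10 nM purified firefly luciferase using Km concentrations of substrates (10 uM D-luciferin, 10 uM ATP) in Tris acetate pH 7.5 buffer; luminescence output.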
# The depositor's hits bear a star; ? = inconclusive; · = no result given; [ ] = dose if it differs, or a comment. Unless noted, calls come from the whole dose curve; as a rule, active = well fitted curve in the direction sought with a large enough effect; inconclusive = small, poorly fitted or top-dose-only effect, or another doubt; inactive = no such curve, though single readings can be large; an effect the other way counts as inactive or inconclusive. The order is random; any-hit rate near 14%.
SMILES,Coupling enz,VP16 counter,ELG1 genotox,Giardia killer,RORg inh,uPA generation,Tb PFK block,NPC1 promoter act,Rab9 promoter act,KCNH2 3.1 inh,FLuc counter
CC(=O)Nc1ccc(/C=C2/Sc3ccccc3C2=O)cc1,1,19%,?,14,15%,-1%,-22%,-1%,-8%,1,0.76µM*
CC(C)(C)C(=O)CN1CCN(S(=O)(=O)c2ccc(F)cc2)CC1,-1,5%,-4%,7,-31%,1%,1%,0%,-7%,-15,0%
O=C(Cc1cccs1)Nc1ccc(C(=O)O)cc1,19,-7%,5%,-1,-4%[10 µM],-3%,1%,7%,-2%,2,-9%
O=C(CC(NC(=O)OCc1ccccc1)C(=O)O)OCc1ccccc1 (centres undefined),6,14%,2%,-9,-16%,7%,-1%,-4%,-4%,-4,?
CC[C@@H]1C(c2ccc(F)cc2)=NN(c2ccc(Br)cc2)[C@H]1C(=O)N1CCOC1=O,-3,-1%,0%,12,5%,-14%,3%,·,·,-31,·
S=C1Nc2cc(Cl)ccc2Sc2ccccc21,2,?,0%,-9,?,1%,2%,-6%,-8%,-13,3%
CCOc1ccc(C)cc1S(=O)(=O)N1CCCCC1,0,11%,2%,-3,-10%,0%,9%,-2%,-7%,10,-1%
O=[N+]([O-])c1ccc(NC(=S)NCc2ccc(F)cc2)cc1,2,?,1%,-11,?,-4%,?,1%,-3%,-33,-5%
CCOC(=O)C1CCCN(C(=O)CS(=O)(=O)Cc2ccccc2)C1 (centres undefined),2,-3%,1%,-9,44%,7%,15%,0%,0%,-15,1%
CC12CN(NC(=O)c3ccc(Cl)cc3)C3(C#N)CC1CCC23C (centres undefined),4,1%,-6%,-7,1%,-5%,-2%,1%,-8%,11,3%
COCCNC(=O)c1cccc(OC2CCN(Cc3ccc(C(=O)OC)cc3)CC2)c1,0,-12%,-5%,-8,-2%,-7%,-3%,0%,-2%,3,0%
Cc1ccc(N(Cc2ccc(C(=O)Nc3ccccc3C(=O)NCc3ccco3)cc2)S(C)(=O)=O)cc1C,2,11%,-15%,0,?,·,1%,-1%,-6%,-17,1%
C=CC[C@@H](CC(=O)NCCO)C(=O)N[C@@H](C)COC(=O)[C@@H](CC=C)Cc1ccc(F)cc1,·,·,0%,25,·,0%,-13%,·,·,-2,·
Cc1cc(C)cc(N(C(=O)c2csnn2)C(C(=O)NC2CCCCC2)c2ccccn2)c1 (centres undefined),1,-1%,2%,-5,-18%,21%,-1%,1%,0%,8,0%
Cc1nn(C2CCS(=O)(=O)C2)c(Cl)c1/C=C/C(=O)OCC(=O)c1c[nH]c2ccccc12 (centres undefined),4,-23%,-6%,-13,?,6%,3%,-1%,-9%,14,3%
COc1ccc(/C=C/c2cc(-c3ccc(C)cc3)o[n+]2C)cc1,0,13µM*,-11%,1,?,-10%,-10%,-41%[inhibitor],-29%,-14,5%
COc1ccc2oc(=O)c(-c3nc(C)cs3)cc2c1,-2,4%,?,-10,8%,·,-8%,?,2.8µM*,17,?
CCCSC1=C(C#N)C(c2ccc(O)c(OC)c2)CC(=O)N1 (centres undefined),-11,-3%,1%,26,10%,-5%,-1%,0%,5%,-6,-2%
CCOC(=O)N1CCN(C(=O)CSc2nc3nc(C)cc(C)n3n2)CC1,·,·,3%,-10,·,-1%,-1%,·,·,3,·
O=C1CSC(c2ccccc2F)N1c1ccccc1 (centres undefined),2,-14%,2%,5,4%,·,-1%,-1%,-5%,-26,-2%
COc1ccc(NC2=C(NC(C)=O)C(=O)c3ccccc3C2=O)cc1,-25,-15%,-6%,-12,-42%,-13%,1%,-1%,-1%,-5,-21%
CC(=O)NCCCC(=O)NNC1CC(=O)N(c2cccc(Cl)c2)C1=O (centres undefined),1,1%,-1%,-7,-1%,-1%,1%,-2%,-3%,3,4%
OCCc1ccc(O)c(-n2nc3ccccc3n2)c1,1,6%,?,10,4%,-1%,2%,23%,26%,5,15µM*
COc1cc(NC(=S)N2CCN(CCO)CC2)c(OC)cc1Cl,-2,-4%,3%,6,-11%,3%,2%,-3%,1%,·,0%
CCOC(=O)COc1ncn(-c2ccccc2)n1,1,10%,-1%,25,-18%,4%,1%,0%,1%,-2,-15%

# Part of the list above in a different format.
Molecule | Coupling enz | VP16 counter | ELG1 genotox | Giardia killer | RORg inh | uPA generation | Tb PFK block | NPC1 promoter act | Rab9 promoter act | KCNH2 3.1 inh | FLuc counter
CC(=O)Nc1ccc(/C=C2/Sc3ccccc3C2=O)cc1 | 1 | 19% | ? | 14 | 15% | -1% | -22% | -1% | -8% | 1 | 0.76µM*
CC(C)(C)C(=O)CN1CCN(S(=O)(=O)c2ccc(F)cc2)CC1 | -1 | 5% | -4% | 7 | -31% | 1% | 1% | 0% | -7% | -15 | 0%
O=C(Cc1cccs1)Nc1ccc(C(=O)O)cc1 | 19 | -7% | 5% | -1 | -4%[10 µM] | -3% | 1% | 7% | -2% | 2 | -9%
O=C(CC(NC(=O)OCc1ccccc1)C(=O)O)OCc1ccccc1 (centres undefined) | 6 | 14% | 2% | -9 | -16% | 7% | -1% | -4% | -4% | -4 | ?
CC[C@@H]1C(c2ccc(F)cc2)=NN(c2ccc(Br)cc2)[C@H]1C(=O)N1CCOC1=O | -3 | -1% | 0% | 12 | 5% | -14% | 3% | · | · | -31 | ·
S=C1Nc2cc(Cl)ccc2Sc2ccccc21 | 2 | ? | 0% | -9 | ? | 1% | 2% | -6% | -8% | -13 | 3%
CCOc1ccc(C)cc1S(=O)(=O)N1CCCCC1 | 0 | 11% | 2% | -3 | -10% | 0% | 9% | -2% | -7% | 10 | -1%
O=[N+]([O-])c1ccc(NC(=S)NCc2ccc(F)cc2)cc1 | 2 | ? | 1% | -11 | ? | -4% | ? | 1% | -3% | -33 | -5%
CCOC(=O)C1CCCN(C(=O)CS(=O)(=O)Cc2ccccc2)C1 (centres undefined) | 2 | -3% | 1% | -9 | 44% | 7% | 15% | 0% | 0% | -15 | 1%

# Following part.
SMILES,Coupling enz,VP16 counter,ELG1 genotox,Giardia killer,RORg inh,uPA generation,Tb PFK block,NPC1 promoter act,Rab9 promoter act,KCNH2 3.1 inh,FLuc counter
CCC1CCC(C(=O)NNC(=O)OC)CC1 (centres undefined),-3,-13%,2%,-6,3%,-2%,-1%,-1%,-4%,8,3%
COc1ccc(NC(=O)NC2CCCCCCC2)c(OC)c1,·,-21%,13%,-19,?,7%,2%,1%,17%,8,?
COc1ccccc1NS(=O)(=O)c1ccc(C(=O)NCc2ccncc2)cc1,·,·,1%,8,·,?,3%,-2%,-5%,2,-2%
COc1cccc(C(=O)Nc2ccc(C(=O)c3ccncc3)cc2)c1,-9,-1%,-10%,-1,?,0%,-8%,-3%,-21%,1,?
CCCn1c(NCc2ccccc2NS(=O)(=O)c2ccc(C)cc2)nc2ccccc21,-3,-9%,-5%,17,-10%,-9%,-2%,-8%,-5%,8,0%
CCCCn1c(N)c(N(CCOC)C(=O)c2ccc(OCc3c(C)noc3C)cc2)c(=O)[nH]c1=O,·,·,-1%,-8,·,23%,22%,-1%,-8%,-9,0%
COc1ccccc1C(=O)NCCC(=O)NCCOc1ccccc1,0,6%,3%,-29,1%,-8%,-1%,-4%,5%,5,-4%
Cc1ccc(-c2nnc(-n3nc(C)cc3C)c3ccccc23)cc1,5,-3%,-1%,-1,21%,0%,-3%,-4%,-1%,4,-5%
C/C(=N/NC(=O)c1cccnc1)C1=C(O)CC(C)(C)CC1=O,8,4%,5%,17,-12%,-5%,0%,-8%,-5%,16,-7%
O=C(NCc1ccc2c(c1)OCO2)C1CCC(=O)N1C1CCCCC1 (centres undefined),-2,-4%,-4%,11,40%,0%,2%,-2%,7%,28,0%
COC(=O)CN(c1ccc(C)c(Cl)c1)S(C)(=O)=O,10,-11%,1%,11,-11%,-2%,1%,2%,-33%[inhibitor],7,-2%
